Assay outcomes: PubChem, National Center for Advancing Translational Sciences (NCATS)
Sm TGR inh – qHTS Assay for the Inhibitors of Schistosoma Mansoni Peroxiredoxins; Schistosoma mansoni thioredoxin glutathione reductase (TGR), Q962Y6; purified TGR, DTNB reduction, TNB absorbance 405 nm; Potency, µM (series often up to 114 µM), without a hit: at the top dose activity change, negative = inhibition, usual class: inhibitors; 360,000 tested, 3% active; AID 485364, 2010; further: potency means the concentration at half of the fitted maximal effect; nearly all actives have a fitted effect of over 60% in size
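TGR 20 nM + NADPH 100 uM (dispensed conc.), cpd preinc 15 min RT; start with NADPH (500 uM addition) then DTNB (15 mM addition). Kinetic TNB absorbance, 405 nm filter. Four-parameter Hill fit across titration.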
HCV inhibitor – qHTS Assay for Inhibitors of Hepatitis C Virus (HCV) | Huh7.5.1 HCVcc-Cre infection, luciferase reporter, 44 h | Potency, µM (highest dose often 41.8 µM), for the others: top-dose activity change, negative = inhibition, most hits filed as inhibitors | 340,000 tested, 3.4% active | AID 651820, 2012; further: potency means the concentration at half of the fitted maximal effect
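After 44 h co-culture of compound, cells and HCVcc-Cre (~0.5 moi), substrate is added for 15 min at room temperature and luciferase measured over 15 sec. Cells were seeded at 1,000/well and pre-cultured 4 h.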
HCMV inh – qHTS Assay for inhibitors of the human cytomegalovirus (HCMV); HFF cells, HCMV-luciferase reporter, 72 h; hits give low values; activity change, negative = inhibition, % at 57.5 µM; 410,000 tested, 4.5% active; AID 1259415, 2018; in the data active means activity change below about -60%; inconclusive means no clear call, values can overlap the other calls; inactive means above about -39%
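HFF cells seeded 16 h at 37C, treated with compounds, infected with luciferase-reporter HCMV at MOI 1 PFU/cell; luciferase read at 72 h post infection, normalized to buffer-only and Salinomycin controls.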
FBPA Giardia inh – qHTS Assay for Inhibitors of Fructose-1,6-bisphosphate Aldolase from Giardia Lamblia; 290,000 tested, 0.71% active; purified Giardia FBPA; A8B2U2; Potency, µM (highest dose often 59.6 µM), for the others: top-dose activity, negative = inhibition, actives largely listed as inhibitors; AID 2451, 2010; further: potency means the concentration at half of the fitted maximal effect; nearly all actives have a fitted effect of over 55% in size
Target sequence (A8B2U2 whole entry, looked up): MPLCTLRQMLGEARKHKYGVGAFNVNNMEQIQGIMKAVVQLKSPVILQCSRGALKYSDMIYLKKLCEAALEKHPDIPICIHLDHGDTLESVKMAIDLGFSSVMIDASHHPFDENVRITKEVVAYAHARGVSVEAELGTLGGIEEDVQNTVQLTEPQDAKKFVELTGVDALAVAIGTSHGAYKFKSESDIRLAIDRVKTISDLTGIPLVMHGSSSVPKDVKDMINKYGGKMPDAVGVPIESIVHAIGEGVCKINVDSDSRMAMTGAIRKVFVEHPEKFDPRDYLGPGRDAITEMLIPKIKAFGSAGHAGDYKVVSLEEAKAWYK
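Giardia FBPA (40 nM reagent) was preincubated 10 min at RT with compound (up to 57.5 uM final), then substrate plus GAPDH/TPI/NAD/arsenate coupling system with diaphorase/resazurin was added; resorufin fluorescence (525/598 nm) was read after 20 min.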
AmpC no deterg – qHTS Inhibitors of AmpC Beta-Lactamase (assay without detergent) | AmpC nitrocefin hydrolysis, absorbance 480 nm, 0.0001% Triton | Potency, µM (series often up to 57.1 µM), without a hit: at the top dose activity change, negative = inhibition, hits mostly inhibitors | P00811 | 330,000 tested, 0.52% active;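 further: potency means the concentration at half of the fitted maximal effect; plate controls were no compound for no effect and no enzyme for full effect; nearly all actives have a fitted effect of over 20% in size; some results filed as inactive show a strong effect at the top dose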
Target sequence (P00811 whole entry, looked up): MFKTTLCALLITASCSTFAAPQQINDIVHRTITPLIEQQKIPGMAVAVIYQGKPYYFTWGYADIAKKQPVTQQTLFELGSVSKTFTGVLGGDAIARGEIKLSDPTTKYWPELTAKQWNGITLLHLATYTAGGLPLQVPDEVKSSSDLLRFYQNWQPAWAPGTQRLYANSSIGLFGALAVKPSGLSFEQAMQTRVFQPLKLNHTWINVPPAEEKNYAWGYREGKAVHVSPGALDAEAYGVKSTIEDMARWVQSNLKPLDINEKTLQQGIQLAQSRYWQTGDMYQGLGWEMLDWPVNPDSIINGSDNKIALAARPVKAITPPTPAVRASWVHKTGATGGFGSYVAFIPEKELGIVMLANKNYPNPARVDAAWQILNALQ
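AmpC (5.3 nM in the dispensed reagent) in 20 mM phosphate pH 7.0 with 0.01% (detergent screen) or 0.0001% Triton X-100 was preincubated with compounds for 15 min at room temperature. Nitrocefin was then added from an 800 uM solution, and hydrolysis was followed at 480 nm.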
AmpC detergent – qHTS Inhibitors of AmpC Beta-Lactamase (assay with detergent). P00811. AmpC hydrolysis of nitrocefin, absorbance 480 nm, 0.01% Triton. Potency, µM (highest dose often 114 µM), without a hit: at the highest dose activity change, negative = inhibition, usual class: inhibitors. 370,000 tested, 0.041% active. AID 485294, 2010;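 further: potency means the concentration at half of the fitted maximal effect; 0% = no-compound wells and -100% = no-enzyme wells; nearly all actives have a fitted effect of over 25% in size; some results filed as inactive show a strong effect at the top dose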
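AmpC (5.3 nM in the dispensed reagent) in 20 mM phosphate pH 7.0 with 0.01% (detergent screen) or 0.0001% Triton X-100 was preincubated with compounds for 15 min at room temperature. Nitrocefin was then added from an 800 uM solution, and hydrolysis was followed at 480 nm.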
The depositor's hits bear a star; ? = inconclusive; / = no result given; & = joins results of further samples; [ ] = remark or other dose. Unless noted, the call rests on the fitted dose curve; in most records, active means well fitted curve in the direction sought with a large enough effect; inconclusive means small, poorly fitted or top-dose-only effect, or another doubt; inactive means no such curve, though single readings can be large; an effect the other way counts as inactive or inconclusive. Unless noted, on the % scale 0 is the no-effect control and ±100 the full control effect.

SMILES,Sm TGR inh,HCV inhibitor,HCMV inh,FBPA Giardia inh,AmpC no deterg,AmpC detergent
CCN(CC(=O)Nc1cc(Cl)ccc1OC)CC(=O)NC1CCS(=O)(=O)C1 (configuration not stated),0%,16%,13,?,1%,-14%
C/C(=N/Nc1ncc(Br)cn1)c1ccc([N+](=O)[O-])cc1,-12%,-8%,46,-17%,-16%,?
Cc1ccc(C)c(S(=O)(=O)Nc2ccc3c(c2)CCCN3C(=O)c2cccs2)c1,1%,/,?,/,/,1%
Cc1ccc(C)c(OCC(O)CN2C(C)CCCC2C)c1 (configuration not stated),1%,13µM*,5,-8%,-52%,?
Cc1c(Cl)c(=O)oc2cc(OCC(=O)NCc3cccs3)ccc12,0%,15%,?,7%,-34%,-14%
CCOc1cc(C2C(C#N)=C(N)Oc3n[nH]c(-c4ccncc4)c32)cc([N+](=O)[O-])c1O (configuration not stated),0%,11%,-28,-29%,-4%,1%
CCOC(=O)CC1=C(C(=O)OCC)C(c2ccc(C)o2)C(C#N)=C(N)O1 (configuration not stated),?,18%,3,-10%,20%,2%
Cc1ccc(NC(=S)N(Cc2cccs2)Cc2cc3cccc(C)c3[nH]c2=O)cc1,5%,-6%,?,-7%,-18%,-11%
Cc1ccc(-c2nc(-c3ccccc3)no2)c(Cl)c1,0%,6%,-79*,2%,-21%,-13%
O=C(CP(=O)(CO)CO)c1ccc(Cl)cc1,-11%,1%,18,2%,-4%,-14%
O=S(=O)(Nc1ccc(S(=O)(=O)N2CCCCC2)cc1)c1ccc(Br)s1,6.3µM*,3%&-17%,9,29%,-40%,-7%
COc1ccc(CCN2CC(C(=O)N(C)CCc3cn[nH]c3)CCC2=O)cc1 (configuration not stated),9%,6%,-17,11%,-10%,?
COc1ccc(NS(=O)(=O)c2cn(C)cn2)cc1OC,-17%,-22%,-34,11%,-3%,-6%
COc1cccc(CNC(=O)c2cc(C)nc3c2c(C)nn3-c2cccc(F)c2)c1,5%,/,15,/,/,16%
O=C(CCC(=O)Nc1ccc(Br)cc1)N/N=C/c1ccccc1O,8%,?,-66*,-3%,-29%,-15%
CCOC(=O)C1CCN(c2cc3c(cc2NC(=O)c2ccccc2OCC)n(C)c(=O)n3C)CC1,-3%,?,8,-14%,16%,1%
Cc1nc2nc(-c3cccnc3)[nH]n2c(=O)c1C,0%,12%,-9,-17%,-17%,?
CCOc1cc(CNn2cnnc2)cc(Cl)c1OCC(=O)NC(C)(C)C,5%,-12%,-9,5%,-5%,-14%
CSc1nnnn1CCn1nnnc1SC,11%,4%,-17,12%,-8%,?
COc1ccc(-c2nnc(SCC#N)o2)cc1,15%,-14%,4,1%,-12%,2%
Cc1ccc(S(=O)(=O)NCCOc2nc(N3CCOCC3)nc(N3CCOCC3)n2)cc1,26%,0%,-21,1%,5%,?
O=C(CS(=O)(=O)c1ccccc1)Nc1nc(-c2ccccc2)cs1,-26%,14%,-7,-18%,?,-1%
CC(=O)Nc1ccc(C(=S)NCC2(N(C)C)CCCCC2)cc1,7%,0%,-24,4%,-23%,3%
CCOC(=O)c1sc(NC(=O)Cc2c(F)cccc2Cl)nc1C,1%,?,85,3%,-33%,4%
CC(=O)/C(C#N)=C1\NC(=O)C(Cc2ccccc2)S1 (configuration not stated),2%,-5%,-99*,8%,-30%,3%
COc1ccccc1Nc1nc(N)nc(CSc2nnc(C)s2)n1,-3%,14%,-3,13%,/,3%
CCC1Oc2ccccc2N(CC(=O)NCCc2ccc(OC)c(OC)c2)C1=O (configuration not stated),3%&-26%,?,?,2%,-1%,-6%&-3%
Cc1nc(C)n(C(C)CC(=O)O)n1 (configuration not stated),4%,1%,9,1%,-15%,?
COc1ccccc1CNC(=O)Cn1cccc1,-34%,0%,-5,1%,/,6%
O=C(NC(=S)NCC1CCCO1)c1cccs1 (configuration not stated),-13%,15%,-14,-9%,-3%,2%
N/C(=N\c1nc2ccccc2o1)NC(=O)C(Cc1ccccc1)N1C(=O)c2ccccc2C1=O (configuration not stated),7%,11%,-23,13%,-41%,?
COc1ccc(/C=N/NC(=O)c2cccc(Br)c2)cc1Cn1cc(Cl)cn1,18%,?,-14,4%,-26%,-5%
O=C1/C(=C\c2ccncc2)SC(=S)N1C1CCCCC1,-16%,8%,-27,2%,-8%,-4%
CN(c1cccc(NS(=O)(=O)c2cccs2)c1)S(C)(=O)=O,13%,-2%,23,1%,-28%,1%
C=C(C)COc1ccc(-c2ncncc2-c2ccc(OC)cc2)c(O)c1,9%,?,?,6%,-2%,-4%
CCCN(CC(=O)Nc1ccc(F)c(F)c1F)Cc1cc(=O)n2ccsc2n1,-3%,?,45,-7%,-8%,-5%
CCOc1ccc(NC(=S)NNC(=S)Nc2cccc(C(F)(F)F)c2)cc1,0%,-17%,-10,0%,-43%,?
O=C(Nc1ccccc1F)c1cc(C(=O)Nc2ccccc2F)cc([N+](=O)[O-])c1,-20%,-26%,-12,-2%,-37%,2%
CCOC(=O)C1CCCN(c2c(Nc3cc(C)cc(C)c3)c(=O)c2=O)C1 (configuration not stated),-3%,-2%,10,1%,-11%,?
CC(=O)Nc1ccccc1C(=O)N1CCN(Cc2ccc3c(c2)OCO3)CC1,-13%,11%,17,2%,-1%,?

Grouped by structure, the compounds so far containing an aryl thioether with sulfur outside any ring (three)
SMILES,Sm TGR inh,HCV inhibitor,HCMV inh,FBPA Giardia inh,AmpC no deterg,AmpC detergent
CSc1nnnn1CCn1nnnc1SC,11%,4%,-17,12%,-8%,?
COc1ccc(-c2nnc(SCC#N)o2)cc1,15%,-14%,4,1%,-12%,2%
COc1ccccc1Nc1nc(N)nc(CSc2nnc(C)s2)n1,-3%,14%,-3,13%,/,3%

Next records follow:
SMILES,Sm TGR inh,HCV inhibitor,HCMV inh,FBPA Giardia inh,AmpC no deterg,AmpC detergent
CCOc1cc(C2NC(=O)NC(c3ccccc3)=C2C(C)=O)ccc1OCC(N)=O (configuration not stated),11%,8%,-8,5%,2%,3%
CC1OC23CCCCC2C(C#N)(C(=N)O3)C1(C#N)C#N (configuration not stated),?,19%,2,0%,-12%,?
Cc1ccc(S(=O)(=O)N2CCN(c3ccc([N+](=O)[O-])c(Sc4nncn4C)c3)CC2)cc1,2%,?,-32,0%,89%[activator],-8%
Cc1ccc(C)c(N2CCN(C(=S)Nc3ccc4nc(N5CCOCC5)cc(C)c4c3)CC2)c1,0%,?,-22,-28%,0%,-6%
Cc1c(CCC(=O)NCCCn2ccnc2)c(=O)oc2cc3oc4c(c3cc12)CCCC4,7%,?,?,21%,300%[activator],-9%
CC(C)c1nnc(NC(=O)c2ccc3c(c2)OCO3)s1,/,-1%,-9,-11%,-13%,2%
COCCNC(=O)CNC(=S)N(Cc1ccccc1)Cc1cccnc1,0%,?,-36,1%,-10%,-7%
CC(OC(=O)CCCC(=O)Nc1ccccc1)C(=O)c1ccccc1 (configuration not stated),-7%,7%,-3,/,5%,4%
CCOC(=O)c1c(C)oc2c1c(C=NCc1ccccn1)c(O)c1ccccc12,?,4.5µM*,-32,?,21%,0%
O=C(Cc1cccs1)NC(Cc1c[nH]c2ccccc12)C(=O)O (configuration not stated),2%,9%,-6,4%,-13%,-14%
COc1cccc(N2CCN(S(=O)(=O)c3ccc(-c4ccno4)cc3OC)CC2)c1,-1%,/,-20,/,/,-2%
COCCN(CCNC(=O)c1ccc(NC2=NC3CS(=O)(=O)CC3S2)cc1)Cc1ccco1 (configuration not stated),?,6%,22,-26%,-29%,-18%
COc1ccc(S(=O)(=O)N2CCOCC2)cc1NC(=O)CC(C)c1ccccc1 (configuration not stated),/,4%,-3,/,48%,/
O=C(N/N=C/c1ccco1)c1cc(C2CC2)[nH]n1,?,1%,34,-2%,-18%,-11%
O=C(Nc1ccnn1C1CCN(C(=O)Cc2cccc(Cl)c2)CC1)C1CC1,-4%,28%,29,-1%,-8%,?
CSc1cccc(N2C(=O)C3CCCN3C2=S)c1 (configuration not stated),10%,16%,43,5%,-9%,-3%
CCOc1ccc(NC(=O)CSc2nnc(-c3ccco3)n2C)cc1,-18%,-8%,-11,0%,-21%,-10%
COc1ccc(Br)cc1CNC(=O)c1ccc2c(c1)nc1n2CCCCC1,12%,/,-60*,/,/,3%
COCCCNC(=O)/C(C#N)=C/c1c(N2CCN(c3ccccc3)CC2)nc2ccccn2c1=O,9%,5%,57,-11%,166%[activator],0%
CCOC(=O)C1CCCN(C(=O)CNC(=O)c2nn(-c3ccc(OC)c(Cl)c3)c(=O)c3ccccc23)C1 (configuration not stated),9%,-21%,43,15%,133%[activator],0%
CCOC(=O)C1(CCOc2ccccc2)CCN(C2Cc3ccccc3C2)CC1,/,?,-25,2%,-8%,-10%
COc1ccc2nc(NC(=O)Nc3cccc4ccccc34)sc2c1,-2%,-27%,-76*,-11%,-28%,-7%
COCCSc1nc2c(c(=O)[nH]c(=O)n2C)n1Cc1cccc(C)c1,-8%,?,43,2%,-27%,?
Cn1c(CC(=O)NNC(=O)c2ccccc2[N+](=O)[O-])nc2ccccc21,-3%,8%,0,/,-14%,4%
O=C(COC(=O)c1cccnc1Cl)Nc1cc(S(=O)(=O)N2CCOCC2)ccc1Cl,-1%,-1%,-28,/,-18%,5%

By substructure: the entries above containing a COOH group.
SMILES,Sm TGR inh,HCV inhibitor,HCMV inh,FBPA Giardia inh,AmpC no deterg,AmpC detergent
Cc1nc(C)n(C(C)CC(=O)O)n1 (configuration not stated),4%,1%,9,1%,-15%,?
O=C(Cc1cccs1)NC(Cc1c[nH]c2ccccc12)C(=O)O (configuration not stated),2%,9%,-6,4%,-13%,-14%
